Screens as filed in PubChem.
MITF TRPM1 inh: inhibitors of MITF-dependent TRPM1 promoter reporter, primary screen, cell-based, SK-MEL-5, single point, luciferase. inhibition, % at 12.5 µM. 330,000 tested, 0.83% active. SK-MEL-5 TRPM1 promoter luciferase, 24 h;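 active = mean inhibition across replicates of 60% or more, whatever share of single replicates reaches that level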; note: values of inactives mirror those of a sister screen read the other way
Cardio protect: cardioprotection against H2O2-induced cell death, primary screen, uHTS, H9c2 cells, ATPLite luminescence; H9c2 cardiomyocytes, H2O2 injury protection, 2 h; protection from H2O2 cell death, % at 20 µM; 360,000 tested, 0.63% active;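 active = compounds giving at least 50% protection of heart cells from peroxide-induced death in the single-dose screen, raw or plate-pattern-corrected value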;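 note: 0% = DMSO wells with peroxide and 100% = DMSO wells without peroxide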
NR2E3 ag-1: inhibitors of NR2E3-RetCOR corepressor binding, primary screen, NR2E3 agonist project, biochemical, TR-FRET, GST-NR2E3, biotin-RetCOR | Photoreceptor-specific nuclear receptor (Homo sapiens), Q9Y5X4 | 1536-well | inhibition of corepressor binding, % at 4.78 µM | 320,000 tested, 0.12% active | AID 2300, 2010;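 active = percent inhibition above the cutoff of mean plus 3 SD of all tested compounds, set per screening campaign, cut at about 20% in these data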;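 note: 0% = DMSO wells and 100% = biotin wells as full block of FRET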
Target sequence (Q9Y5X4 whole entry, looked up): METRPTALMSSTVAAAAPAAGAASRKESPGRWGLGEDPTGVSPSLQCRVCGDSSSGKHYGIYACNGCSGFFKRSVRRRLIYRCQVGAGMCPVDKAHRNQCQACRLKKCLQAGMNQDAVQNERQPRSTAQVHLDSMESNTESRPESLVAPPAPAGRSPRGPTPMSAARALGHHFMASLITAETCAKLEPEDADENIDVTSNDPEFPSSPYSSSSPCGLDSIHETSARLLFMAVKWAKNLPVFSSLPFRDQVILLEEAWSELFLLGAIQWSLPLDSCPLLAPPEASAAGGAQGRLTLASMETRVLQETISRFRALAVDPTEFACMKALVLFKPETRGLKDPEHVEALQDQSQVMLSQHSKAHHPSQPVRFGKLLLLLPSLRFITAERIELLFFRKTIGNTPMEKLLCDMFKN
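Test system: GST-NR2E3 and biotin-RetCOR proteins | Quantity: 1.35 nM GST-tagged NR2E3 final | Medium: Tris pH 7.5 | Also added: 7 nM biotin-RetCOR | Dosing: Compound at 4.8 µM, single dose | Timing: 5 h at 4 °C | Detection: Time-resolved FRET | Read-out basis: Percent inhibition | Benchmarks: Biotin wells as high control, 0.6% DMSO wells as low control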
Peg3 prom inh: Peg3 promoter-driven luciferase inhibitors, primary screen, cell-based, HeLa, luciferase luminescence | HeLa PEG-Prom luciferase reporter, overnight | inhibition, % at 20 µM | 360,000 tested, 1.7% active | AID 588405, 2011;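 active = inhibition of at least 50% at 20 µM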
PDI inh: inhibitors of human PDI, primary screen, biochemical, turbidity, single point, plate reader | inhibition, % at 10 µM | 350,000 tested, 0.052% active | PDI insulin aggregation turbidity, A650, 90 min | Protein disulfide-isomerase (Homo sapiens), P07237;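 active = mean inhibition across replicates of 30% or more, whatever share of single replicates reach that level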;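 note: absorbance from insulin aggregation driven by PDI reduction with DTT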
NR2E3 ag-2: NR2E3 agonists in two-hybrid cells, primary screen, cell-based, luminescence, CHO-S, Gal4-NCOR/VP16-NR2E3 | inhibition of corepressor binding, % at 3.98 µM | AID 602229, 2012 | 360,000 tested, 0.35% active | luciferase;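 active = inhibition above the mean of all tested compounds plus 3 SD, cut at about 70% in these data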;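 note: 0% = DMSO with NR2E3 transfected cells and 100% = cells lacking NR2E3 construct; higher means lower luciferase signal from less NR2E3 corepressor binding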
m5-HT2A agonist: mouse Htr2a agonists via beta-arrestin recruitment, primary screen, cell-based, luminescence | 360,000 tested, 0.66% active | CHO-K1 mHTR2A beta-arrestin complementation; percent of 30 µM serotonin response | activation, % at 7.6 µM | AID 624169, 2012;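 active = activation above a run cutoff, the mean activation of all tested compounds plus 3 SD, cut at about 14% in these data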;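 note: 0% = plate median of compound wells and 100% = 30 µM serotonin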
Target sequence (P35363 whole entry, looked up): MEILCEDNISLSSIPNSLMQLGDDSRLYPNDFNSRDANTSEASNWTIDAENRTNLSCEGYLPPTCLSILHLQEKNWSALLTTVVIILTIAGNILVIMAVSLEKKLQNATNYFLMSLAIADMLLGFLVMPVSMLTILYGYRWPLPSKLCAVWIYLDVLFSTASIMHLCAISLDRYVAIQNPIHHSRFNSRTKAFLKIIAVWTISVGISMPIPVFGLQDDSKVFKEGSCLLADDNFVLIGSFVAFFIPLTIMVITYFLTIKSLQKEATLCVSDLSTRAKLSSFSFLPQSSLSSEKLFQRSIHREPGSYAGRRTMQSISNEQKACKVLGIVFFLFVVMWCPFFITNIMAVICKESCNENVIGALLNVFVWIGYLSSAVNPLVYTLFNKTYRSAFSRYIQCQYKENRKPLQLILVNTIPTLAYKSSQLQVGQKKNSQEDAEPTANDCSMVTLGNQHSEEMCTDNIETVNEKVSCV
CaV13 ICDI inh: Disruptors of the CACNA1D IQ motif to Ca2+-dependent inactivation inhibitor domain association, primary screening, Förster resonance energy transfer in intact living …; 340,000 tested, 0.098% active; HEK cells, CFP/YFP FRET ICDI-IQ, plate reader, 10 min; percent FRET-ratio fall versus neutral wells; inhibition, % at 12.3 µM;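 active = mean replicate inhibition of at least 30% and at least 1% of replicates passing that level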;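 note: 0% = median of the neutral control wells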
Shn3 3UTR inh: reduction of Shn3 3'UTR firefly luciferase signal, primary screen, Schnurri-3 inhibitor project, cell-based, Clone20 osteoblasts, set 2. Clone20 osteoblast Shn3 3'UTR firefly luciferase, 24 h. inhibition, % at 12.5 µM. 360,000 tested, 0.52% active;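 active = mean inhibition of at least 75% with every replicate also reaching 75%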;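 note: 0% = median of neutral control wells and 100% = pilot-screen positive control compound; some compounds past the cut are filed as inactive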
HIF-2a inh: HIF-2a reporter inhibitors, primary screen, luminescence, 786-0 RCC cells; AID 624352, 2012; inhibition, % at 18.8 µM; 360,000 tested, 0.72% active; 786-0 RCC cells HIF-2a reporter, luciferase luminescence, overnight;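 active = inhibition of the luminescence signal of 40% or more relative to plate controls, in a single-dose primary screen at 18.75 µM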
hiPSC survival: enhancers of single-cell hiPSC survival, primary screen, ATPlite luminescence. 100% = ROCK inhibitor wells, 0% = DMSO. survival enhancement, % at 20 µM. 360,000 tested, 0.044% active; in the data active = survival enhancement above about 18%;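 note: cells exposed to compounds for 16 hours before the ATP read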
* hit, by the source's call; nt = not tested or not shown.

SMILES | MITF TRPM1 inh | Cardio protect | NR2E3 ag-1 | Peg3 prom inh | PDI inh | NR2E3 ag-2 | m5-HT2A agonist | CaV13 ICDI inh | Shn3 3UTR inh | HIF-2a inh | hiPSC survival
CCCc1ccc(C(C)NC(=O)c2cnccn2)cc1 (configuration not stated) | 10.9 | -20.9 | 0.2 | 9.5 | -6.9 | 14.9 | -3.3 | -7.2 | 40.0 | -2.2 | -3.1
O=C(CSc1nnc(-c2cccs2)n1Cc1ccccc1)NCc1ccc2c(c1)OCO2 | -3.1 | -0.4 | -2.1 | 16.8 | 5.7 | -0.4 | -2.5 | -4.4 | 23.1 | 20.0 | 4.4
O=C(/C=C/c1ccccc1[N+](=O)[O-])Nc1cc(S(=O)(=O)N2CCOCC2)ccc1N1CCOCC1 | 2.5 | 0.3 | nt | 22.7 | -13.6 | -4.1 | -2.2 | -1.8 | -6.7 | 18.4 | -0.2
CC1CCN(S(=O)(=O)c2ccc(NC(=O)C3CC3)cc2)CC1 | 6.3 | -6.6 | 3.1 | 2.2 | 5.7 | -2.0 | 5.5 | -7.2 | 19.4 | 8.3 | -0.4
CCOC(=O)CC1c2nc3ccccc3cc2CN1C(=O)OCC (configuration not stated) | nt | 10.3 | nt | -6.9 | 3.2 | -16.6 | 0.8 | -10.6 | -5.3 | -5.8 | 1.2
Cn1c(=O)oc2cc(S(=O)(=O)N3CCCC3)ccc21 | nt | -0.3 | 3.6 | 0.8 | nt | -34.2 | 11.9 | -5.7 | -22.2 | 4.7 | 0.1
O=C(O)Cn1ncn(-c2ccc(OC(F)(F)F)cc2)c1=O | -4.9 | -2.7 | 1.4 | -1.8 | -0.4 | 14.9 | 4.0 | -1.8 | 2.7 | 15.8 | 0.3
COc1ccc(CC(=O)NC(C)c2nnc(SCCOc3ccc(OC)cc3)n2C)cc1 (configuration not stated) | 12.8 | -0.9 | 1.1 | 20.8 | -10.8 | 20.4 | 2.0 | -5.6 | 4.8 | 19.7 | -1.8
O=C(c1cncc(Br)c1)N1CCCc2ccccc21 | 6.0 | -2.5 | -1.7 | 16.8 | 2.2 | 73.7* | 0.1 | nt | -1.0 | 15.0 | 3.5
CCCC(=O)Nc1nc(C)c(-c2csc(Nc3ccc(Cl)cc3)n2)s1 | 22.1 | -3.7 | 1.8 | 1.1 | 16.5 | -12.3 | 3.3 | -6.3 | 23.8 | 3.0 | 2.0
COc1ccccc1N1CCN(C(=O)Cc2cccs2)CC1 | -1.3 | 1.8 | 1.7 | -1.4 | -1.6 | 5.4 | -1.2 | -5.4 | 3.7 | 2.8 | 2.9
CCN(CC)S(=O)(=O)c1cc(NS(=O)(=O)c2c(Cl)cccc2Cl)ccc1C | -23.7 | 2.2 | -3.4 | 18.7 | -8.5 | 18.5 | -3.6 | -4.6 | 12.7 | 6.0 | 0.3

Profiles as entered above. Order of screens: MITF TRPM1 inh | Cardio protect | NR2E3 ag-1 | Peg3 prom inh | PDI inh | NR2E3 ag-2 | m5-HT2A agonist | CaV13 ICDI inh | Shn3 3UTR inh | HIF-2a inh | hiPSC survival
O=C(O)Cn1ncn(-c2ccc(OC(F)(F)F)cc2)c1=O is entered as -4.9 | -2.7 | 1.4 | -1.8 | -0.4 | 14.9 | 4.0 | -1.8 | 2.7 | 15.8 | 0.3
O=C(c1cncc(Br)c1)N1CCCc2ccccc21 is entered as 6.0 | -2.5 | -1.7 | 16.8 | 2.2 | 73.7* | 0.1 | nt | -1.0 | 15.0 | 3.5

(next part)
SMILES | MITF TRPM1 inh | Cardio protect | NR2E3 ag-1 | Peg3 prom inh | PDI inh | NR2E3 ag-2 | m5-HT2A agonist | CaV13 ICDI inh | Shn3 3UTR inh | HIF-2a inh | hiPSC survival
Cc1c2cnn(CC(=O)NCCCN3CC(C)CC(C)C3)c(=O)c2c(C)n1Cc1ccccc1Cl (configuration not stated) | -21.7 | -3.4 | 0.2 | 10.2 | 2.9 | 10.2 | 9.5 | -5.7 | 2.8 | 9.3 | -0.3
CCC(C)N1CNc2c(c(=O)[nH]c(=S)n2-c2cccc(C)c2)C1 (configuration not stated) | 16.3 | 16.4 | 0.0 | -11.1 | -6.2 | 15.4 | 0.5 | -6.1 | -4.9 | 7.2 | -0.1
O=C(/C=C/c1cccc(F)c1)NC1CCN(Cc2ccccc2)CC1 | 4.4 | 1.6 | 2.7 | 15.8 | -6.6 | -15.2 | -15.5 | -4.0 | -6.3 | 10.0 | -0.5
COc1ccccc1NC(=O)CN1CC(=O)Nc2ccccc21 | 4.4 | 10.6 | -0.6 | 16.3 | -2.9 | -11.8 | 4.8 | -7.2 | 0.0 | 18.7 | 0.1
Cc1cc(C)n(CC(=O)NNC(=O)c2ccc(S(C)(=O)=O)cc2)n1 | 7.9 | -1.2 | nt | 1.1 | 0.5 | -5.5 | -0.8 | -6.3 | 2.8 | 14.5 | -1.1
Cn1c(N)c(C(=O)c2ccc(Cl)c(S(=O)(=O)N3CCCCCC3)c2)c(=O)n(C)c1=O | -10.6 | -11.2 | nt | 10.6 | 9.7 | -11.2 | 9.9 | -1.8 | -2.5 | 15.1 | -2.6
Cc1cccc(C)c1NC(=O)CSc1nnc(Cn2nnc(-c3ccccc3)n2)n1-c1ccccc1 | -9.0 | -1.5 | -3.4 | 9.1 | 7.3 | -22.9 | 4.2 | -5.2 | 2.0 | 5.1 | 0.5
Cn1c(Cc2ccccc2)nnc1SCC(=O)Nc1ccc2c(c1)OCCO2 | 8.0 | -1.5 | -1.3 | 6.0 | 0.8 | 1.0 | -1.7 | -5.9 | 12.9 | 12.7 | -2.1
CNC(=S)N/N=C(\C)c1cccc([N+](=O)[O-])c1 | -6.1 | -2.7 | 1.5 | -4.0 | -5.1 | -5.2 | -0.4 | -3.6 | 1.1 | -2.6 | -0.8
CCOC(CCc1c(C)nc(NC(C)=O)[nH]c1=O)OCC | 8.7 | -0.2 | nt | 3.7 | 11.2 | -42.7 | 3.6 | -19.0 | -14.8 | 0.7 | -0.3
CN(C(=O)COC(=O)c1cn(-c2ccccc2)nc1-c1ccccc1)C1CCS(=O)(=O)C1 (configuration not stated) | -9.0 | -4.3 | 0.5 | -12.0 | -6.0 | -5.0 | -2.6 | -18.7 | 3.1 | -6.8 | 0.7
Cc1ccc(NC(=O)C2CCCN(c3cnccn3)C2)c(C)c1 (configuration not stated) | -4.6 | -2.1 | 3.4 | 12.5 | -0.9 | 1.8 | -5.4 | -14.5 | -2.6 | -0.8 | 0.6
COc1ccccc1CNC(=O)c1cc(C(C)C)nc2ccccc12 | 0.5 | 9.7 | 1.1 | -21.6 | -6.3 | -4.6 | 3.5 | -3.7 | 3.7 | 1.8 | 0.4
C/C(=N/Oc1nc(C)cc(C)n1)c1ccc(Br)cc1 | -1.4 | 0.5 | -0.2 | -8.9 | 3.5 | -13.7 | 5.5 | -2.8 | 0.8 | -39.4 | 0.2
CCCC(=O)Nc1c2c(nn1-c1ccc([N+](=O)[O-])cc1)CS(=O)(=O)C2 | 5.4 | 4.5 | -0.8 | 3.1 | -1.7 | -41.6 | 6.5 | -2.6 | -1.5 | 23.0 | 0.0
CCNC(=O)C1(C)CCCN(C(=O)c2ccccc2Br)C1 (configuration not stated) | nt | -3.8 | nt | 2.8 | -2.1 | -28.5 | -1.9 | -9.3 | 9.0 | 11.7 | 1.2
COc1ccccc1OCC(=O)NC1CCSc2ccccc21 (configuration not stated) | -8.7 | 5.3 | 3.0 | -34.7 | 16.1 | -35.1 | 5.6 | -6.5 | -18.8 | -49.2 | 1.8
CC(=O)c1ccc(NC(=O)N2CCCC(C(=O)c3ccc4c(c3)OCO4)C2)cc1 (configuration not stated) | -39.4 | -9.8 | -0.2 | -67.8 | -11.6 | 15.8 | 1.1 | -12.2 | -13.5 | -73.5 | -2.3
OC(C1=CC(=Cc2ccncc2)c2ccccc21)c1ccncc1 (configuration not stated) | 13.0 | -9.5 | nt | -3.5 | -1.8 | -8.6 | -5.3 | -4.8 | 52.0 | 20.9 | 1.3
CC(=O)N1CCN(S(=O)(=O)c2cccc(C(=O)NCc3ccc(F)cc3)c2)CC1 | 2.7 | -7.2 | nt | 9.0 | -0.8 | -17.8 | 3.6 | -1.6 | 19.3 | 7.1 | -1.5
Cc1csc(CNc2ncnc3ccc(-c4ccc5c(c4)OCCO5)cc23)c1 | 12.9 | -7.9 | 2.7 | 16.6 | 0.0 | -3.4 | -5.1 | -5.9 | -13.5 | -3.5 | 0.6
COCCCN(CC(=O)Nc1ccc(N2CCOCC2)cc1)S(=O)(=O)c1ccccc1 | -9.8 | 14.1 | 0.4 | 0.9 | 1.7 | -16.7 | -1.1 | -2.7 | 1.2 | -0.5 | -0.7
CCOC(=O)C1CCN(C(=O)c2cccc(S(=O)(=O)NCc3ccccc3)c2)CC1 | -11.1 | -0.4 | -3.2 | 15.9 | -1.0 | 17.8 | -8.4 | -7.0 | 22.6 | -1.1 | 6.0
CCCCOc1ccc(N(CC(=O)NC(C)(C)CC)C(=O)CCC(=O)Nc2ccccn2)cc1 | -3.8 | -2.0 | -4.5 | 11.7 | 1.8 | 2.9 | 1.6 | 5.7 | -4.6 | 12.8 | 3.7
CN(c1ccccc1)S(=O)(=O)c1cc(C(=O)Nc2nc3ccccc3[nH]2)ccc1Cl | 15.8 | 0.3 | -2.2 | 5.6 | 2.7 | -36.3 | 0.8 | -5.3 | 22.2 | -39.6 | 1.3
CC(=O)NCCc1cnc[nH]1 | 4.3 | -3.7 | -2.5 | 7.3 | nt | -23.1 | 2.7 | nt | -16.8 | 7.5 | -0.2
COc1ccc(-n2c(C)cc(C(=O)Cn3nnc4ccccc4c3=O)c2C)cc1 | -41.3 | -5.5 | 2.1 | -155.5 | 1.2 | -38.8 | -2.1 | -12.0 | 28.9 | -170.3 | 2.5
CCOCCCNC(=S)N1CCN(Cc2ccco2)CC1 | -8.1 | 3.5 | -2.2 | -3.0 | 8.1 | -20.7 | 0.5 | -6.3 | -9.3 | -4.8 | 3.2
C=CCn1c(SCC(=O)NCC2CCCO2)nc2scc(-c3ccc(OC)cc3)c2c1=O (configuration not stated) | 9.8 | 7.1 | 5.9 | 21.6 | 21.3 | 2.5 | 2.9 | -5.6 | 12.7 | 7.4 | 0.3
